RAD54 branch = RAD54 (human) branch migration inhibition | Q92698 | 0.14% of 360,000 active | RAD54 Holliday junction branch migration, FAM/BHQ fluorescence | inhibition, % at 10.4 µM;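 active = mean normalized replicate activity at least 40 and at least half of replicates scoring 40 or more; inconclusive = only one of the two criteria met; inactive = mean below 40 and under half of replicates reaching 40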;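 also: 0% = median of neutral control wells and 100% = median of positive control wells; inhibitors cause a drop in the FAM fluorescence signal; in these data hits start at about 50%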
ERp5 block = ERp5 (human) disulfide isomerase inhibition. 0.05% of 350,000 active. ERp5 insulin aggregation, absorbance 650 nm, 90 min. inhibition, % at 9.99 µM. Q15084;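 active = mean replicate inhibition above about 25%, with every replicate also reaching it, limit read from the data, passing the limit was not always enough; inconclusive = only one of those two criteria met; inactive = neither criterion met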
E-selectin induc = induces E-selectin expression in human endothelial cells | P16581 | HUVEC E-selectin immunofluorescence imaging; normalized: neutral wells 0, TNF-alpha wells 100 | activation, % at 7.58 µM | 0.37% of 260,000 active;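 active = mean E-selectin-positive cell signal at least 10% of the positive control, reached in at least 60% of replicates, without over 20% cell loss; inconclusive = no rule given, readout overlaps actives, possibly toxicity-flagged; inactive = the rest, including those meeting only one limit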;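 also: in these data hits start at about 27%; measured in HUVEC primary endothelial cells; signal is the percent of cells scored E-selectin positive by PE staining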
Target sequence (P16581 whole entry, looked up): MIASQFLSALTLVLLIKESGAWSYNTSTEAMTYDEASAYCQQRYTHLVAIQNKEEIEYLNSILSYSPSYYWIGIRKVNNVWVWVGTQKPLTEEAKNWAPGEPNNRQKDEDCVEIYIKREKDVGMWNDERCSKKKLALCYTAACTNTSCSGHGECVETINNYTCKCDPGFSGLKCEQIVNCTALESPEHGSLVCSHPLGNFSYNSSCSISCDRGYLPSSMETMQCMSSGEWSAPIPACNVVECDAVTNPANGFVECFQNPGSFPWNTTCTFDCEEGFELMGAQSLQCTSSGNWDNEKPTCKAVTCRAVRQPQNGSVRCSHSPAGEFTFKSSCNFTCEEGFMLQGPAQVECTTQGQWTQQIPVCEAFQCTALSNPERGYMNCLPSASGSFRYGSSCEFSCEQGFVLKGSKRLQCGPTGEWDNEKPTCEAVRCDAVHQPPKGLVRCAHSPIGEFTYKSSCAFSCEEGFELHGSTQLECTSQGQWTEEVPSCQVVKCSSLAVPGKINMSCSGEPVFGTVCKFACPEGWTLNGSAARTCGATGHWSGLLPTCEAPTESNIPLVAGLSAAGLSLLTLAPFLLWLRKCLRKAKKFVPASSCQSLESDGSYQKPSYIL
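Test system: HUVEC | Signal: Immunofluorescence imaging | Read-out: Percent E-selectin-positive cells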
RAD52 anneal inh = inhibitors of human RAD52 DNA annealing | P43351 | recombinant RAD52 DNA annealing, FRET fluorescence | inhibition, % at 18.7 µM | 0.46% of 360,000 active | AID 651710;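 active = every replicate showing at least 50% inhibition; inconclusive = mean inhibition at least 50% but not in every replicate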
Target sequence (P43351 whole entry, looked up): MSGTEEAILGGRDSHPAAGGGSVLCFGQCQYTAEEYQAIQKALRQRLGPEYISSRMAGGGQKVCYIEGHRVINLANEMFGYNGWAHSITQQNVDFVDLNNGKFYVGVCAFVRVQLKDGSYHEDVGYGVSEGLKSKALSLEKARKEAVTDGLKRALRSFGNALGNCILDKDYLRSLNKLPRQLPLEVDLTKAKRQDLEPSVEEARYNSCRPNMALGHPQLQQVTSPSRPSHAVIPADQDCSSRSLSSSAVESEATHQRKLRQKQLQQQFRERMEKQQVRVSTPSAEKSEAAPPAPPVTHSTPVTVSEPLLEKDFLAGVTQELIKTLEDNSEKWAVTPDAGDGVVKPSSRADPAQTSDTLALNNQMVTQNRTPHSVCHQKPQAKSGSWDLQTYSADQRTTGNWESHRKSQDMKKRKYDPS
Xi reactivation = reactivates the inactive X chromosome in mouse fibroblasts. XiGFP mouse fibroblasts, % GFP-positive cells imaging, 3 d; cells co-treated with 5-aza-dC sensitizer; scaled so ellipticine positive control = 100%. activation, % at 7.58 µM. 0.055% of 360,000 active. AID 743238;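 active = mean normalized replicate activation at least 10% and every replicate at or above 10%; inconclusive = only one of the two criteria met; inactive = mean below 10% and not all replicates reach 10%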;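 also: 0% = median of on-plate neutral control wells and 100% = ellipticine 6 µM median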
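System: 68-5-11 XiGFP fibroblast line | Buffer or medium: DMEM containing 5-aza-dC | Compound: Single point | Times: Compounds 3 days, fix/stain 15 min at room temperature | Benchmarks: Positive control ellipticine, 6 µM final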
S100A4 inh HTS = S100A4-myosin IIA interaction inhibition; P26447; S100A4/TAMRA-MyoIIA peptide fluorescence polarization; inhibition, % at 10.7 µM; 0.14% of 360,000 active; AID 652163;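 active = mean inhibition of at least 70% across replicates, with every replicate also reaching that level; inconclusive = mean inhibition reaches 70% but some replicates fall short; inactive = mean inhibition below 70%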
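Test system: S100A4 monomer protein; Medium: HEPES pH 7.2 with CaCl2, KCl, NaCl, DTT, Triton; Probe or stimulus: TAMRA-labelled myosin IIA heavy-chain peptide probe, 5 nM; Doses: one dose per compound; Times: polarization read 5 min after assay mix addition, stable 5–60 min; Benchmarks: neutral control DMSO, positive control TFP.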
esBAF inh = inhibitors of esBAF chromatin remodeling in mouse ES cells | Bmi1-luciferase knock-in reporter, 24 h; 100% = twice the neutral-well signal | reporter increase, % at 12.5 µM | 2% of 350,000 active | AID 602393; in the data active = activation above about 40%; inconclusive = no clear call, values can overlap the other calls;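 also: 0% = median of the plate's neutral control wells and 100% = double that signal; a rise in the Bmi1 reporter signal indicates esBAF inhibition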
ERAP1 HTS inh = blocks human ERAP1 aminopeptidase activity; 0.15% of 340,000 active; inhibition, % at 10.7 µM; AID 652197; Q9NZ08; recombinant ERAP1, Leu-AMC fluorescence, 60 min;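 active = mean replicate inhibition of at least 30%, or all replicates individually reaching that 30% level; inactive = mean below 30% and not every replicate reaching it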;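 also: 0% = neutral control wells and 100% = L-leucinethiol positive control wells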
The depositor's hits bear a star; ? = inconclusive; . = not tested or not shown.

Each structure is followed by: RAD54 branch | ERp5 block | E-selectin induc | RAD52 anneal inh | Xi reactivation | S100A4 inh HTS | esBAF inh | ERAP1 HTS inh
CC(=O)N1[C@H](CO)[C@H](c2ccc(C3=CCCC3)cc2)C12CN(C(=O)C1CC1)C2
    . | -5 | 0.9 | -9 | 0.0 | 0 | . | 2
C[C@H](CO)N1C[C@H](C)[C@H](CN(C)Cc2cccc(F)c2)Oc2ncc(-c3ccccc3F)cc2C1=O
    9 | -2 | -0.1 | 6 | 0.2 | 8 | 2 | -2
COc1ccccc1-c1c(C)nn2c(N)c(-c3ccc(Cl)cc3)cnc12
    5 | 1 | 0.1 | -3 | 0.1 | 4 | 0 | 0
CN(c1ccc(O)cc1)c1nc(O)c(C2=c3ccccc3=NC2=O)s1
    . | 1 | 0.3 | 0 | 0.0 | -1 | . | .
Cc1ccc(C(=O)CN(CCCC(N)=O)S(=O)(=O)c2ccc([N+](=O)[O-])cc2)cc1
    -1 | 3 | 0.7 | -6 | 0.0 | 4 | -10 | 3
COC(=O)CSc1ccc(S(=O)(=O)N2CCOCC2)cc1[N+](=O)[O-]
    3 | -1 | . | 2 | -0.3 | -3 | . | 2
CC1CCCCC1NC(=O)CN1C(=O)CSc2cc(S(=O)(=O)N3CCCCCC3)ccc21 (configuration not stated)
    . | 3 | . | 4 | 0.0 | -1 | -5 | -6
Cc1ccc(OCc2cc(C(=O)N(C)C3CCCc4ccccc43)no2)cc1C (configuration not stated)
    -4 | -1 | -0.2 | -30 | 0.0 | 6 | 38 | 1
C[C@H]1CN([C@@H](C)CO)C(=O)c2cc(C#CCC3CCCC3)cnc2O[C@H]1CN(C)C(=O)CN(C)C
    -2 | 0 | 0.1 | 36 | -0.5 | 8 | 2 | -1
C[C@@H]1CN([C@H](C)CO)C(=O)c2cc(NS(=O)(=O)c3ccc(F)cc3)ccc2O[C@@H](C)CCCCO[C@@H]1CN(C)S(=O)(=O)c1ccc(Cl)cc1
    -29 | -2 | . | 14 | 0.1 | -4 | 3 | 4
O=C(O)c1ccc(CNC(=O)c2ccc(S(=O)(=O)N3CCCC3)cc2)cc1
    11 | -12 | 0.4 | -18 | 0.6 | 3 | -3 | -9
Cc1ccc(S(=O)(=O)N(C)C[C@@H]2OCCCC[C@@H](C)Oc3ccc(NS(=O)(=O)c4cn(C)cn4)cc3C(=O)N([C@H](C)CO)C[C@@H]2C)cc1
    7 | 0 | . | 6 | 0.0 | 13 | 4 | 2
C[C@@H]1CN([C@H](C)CO)S(=O)(=O)c2ccc(-c3ccncc3)cc2O[C@H]1CN(C)C(=O)c1cccc(F)c1
    2 | -2 | 0.4 | -4 | -0.4 | 8 | 8 | 0
CCNC(=O)Nc1ccc2c(c1)C(=O)N(C)[C@H]1CC[C@@H](CC(=O)NCc3cccc(F)c3)O[C@H]1CO2
    -9 | . | 0.0 | . | 0.4 | . | 5 | .
O=C(O)c1sc(C(=O)O)c(-c2ccccc2)c1-c1ccccc1
    . | 4 | -0.1 | -7 | 0.0 | 1 | . | 4
CCP(=O)(CC)C(C)(C)CP(=O)(c1ccccc1)c1ccccc1
    -4 | -12 | . | -6 | . | 0 | -10 | 0
COC(=O)C[C@H]1CC[C@@H]2[C@H](COC[C@@H](O)CN2S(=O)(=O)c2ccccc2C)O1
    5 | 0 | 0.1 | 1 | -0.2 | 0 | -2 | 0
C[C@@H]1CCCCO[C@@H](CN(C)C(=O)Cc2ccccc2)[C@H](C)CN([C@@H](C)CO)C(=O)c2cc(N(C)C)ccc2O1
    -12 | 1 | -0.2 | -68 | -1.2 | 11 | -10 | 0
COc1cc(NC(C)=O)c2ncccc2c1[N+](=O)[O-]
    . | -1 | . | -8 | 0.0 | 1 | . | -3
Cc1nc2nc(C)c(NS(=O)(=O)c3ccc4c(c3)CCCC4)c(=O)n2[nH]1
    2 | 3 | 0.0 | -4 | 0.0 | 0 | -1 | 2
CN(C)C(=O)C[C@H]1C=C[C@@H](NC(=O)C2CCOCC2)[C@@H](CO)O1
    . | -2 | 0.0 | 5 | 0.1 | 21 | . | 1
C[C@@H]1CN([C@H](C)CO)C(=O)c2cc(NC(=O)Cc3cn(C)c4ccccc34)ccc2O[C@@H]1CN(C)C
    -4 | 3 | 0.3 | 2 | -0.2 | 5 | -13 | 0
O=C(NNC(=O)C1CC1)c1cc2cc3ccccc3nc2s1
    . | -1 | -0.2 | -8 | 0.2 | -1 | . | -2
CN(C)CC(=O)Nc1ccc2c(c1)[C@H]1C[C@H](CC(=O)NCCN3CCCCC3)O[C@H](CO)[C@H]1O2
    -9 | 1 | -0.5 | 7 | -0.1 | -4 | 6 | 0
COC(=O)c1sc(N2C(=O)C(O)=C(C(=O)c3ccc(C)o3)C2c2ccc([N+](=O)[O-])cc2)nc1C (configuration not stated)
    2 | -1 | 0.0 | -20 | 0.0 | -5 | 3 | 0
CC[C@]12c3[nH]c4cc(CCC(=O)N(C)C)ccc4c3CCN1C(=O)[C@@H](CC(=O)NCc1ccc(OC)c(OC)c1)C[C@@H]2C(=O)N1CCN(C(=O)c2ccco2)CC1
    0 | -3 | -0.1 | -2 | 0.1 | -2 | -3 | 1
C[C@@H]1CN([C@H](C)CO)S(=O)(=O)c2ccc(C#Cc3ccncc3)cc2O[C@H]1CN(C)C(=O)C1CCCCC1
    0 | 4 | -0.1 | 17 | -0.1 | -7 | 0 | -3
C/C(CC(=O)Nc1ccc(Cl)cc1Cl)=N\NC(=O)C(=O)N1CCCC1
    . | 4 | 5.3 | -5 | 0.1 | -4 | . | 2
COc1ccc(CN(C)C(=O)COC(=O)c2c(C)nn(-c3ccc(F)cc3)c2Cl)cc1
    6 | -6 | 0.9 | -26 | 0.1 | -3 | -4 | -3
C[C@H](CO)N1C[C@H](C)[C@H](CN(C)S(=O)(=O)c2ccccc2)OCCCC[C@H](C)Oc2ccc(NC(=O)c3ccccc3)cc2C1=O
    3 | 4 | . | -40 | 0.0 | -1 | 5 | -2

Next section.
Each structure is followed by: RAD54 branch | ERp5 block | E-selectin induc | RAD52 anneal inh | Xi reactivation | S100A4 inh HTS | esBAF inh | ERAP1 HTS inh
CC(Sc1nnc(-c2ccccc2)c(-c2ccccc2)n1)C(=O)NCC1CCCO1 (configuration not stated)
    -6 | -4 | 6.0 | -7 | 0.9 | -1 | -2 | 1
COCCNC(=O)C1CC2Cn3c(nc4ccccc43)C2N1C (configuration not stated)
    -8 | . | 0.0 | . | 0.0 | . | 0 | .
CCn1c2c(c3cc(OCC(C)C)ccc31)CCCC2=O
    7 | -4 | . | -3 | . | 2 | 1 | -1
O=C(NCCCN1CCCC1)c1ccc2c(c1)N(Cc1ccc(F)cc1)C(=O)c1ccccc1S2=O (configuration not stated)
    . | -18 | . | 11 | 0.0 | -5 | . | 1
CCOC(=O)c1cnc(N2CCN(C(=O)OCC)CC2)[nH]c1=O
    -4 | 1 | . | -16 | 0.1 | 1 | 0 | -4
CCOn1c(=O)c[n+]([O-])c2ccccc21
    -8 | -1 | 1.2 | -136 | -0.1 | -12 | 1 | -5
N#CCC(=O)Nc1ccc(C(=O)OCC(=O)N(C2CCCCC2)C2CCCCC2)cc1
    -7 | 1 | 0.6 | -52 | 0.0 | -21 | -10 | -4
O=C1NC(=O)/C(=C/c2ccc(-c3cc(C(=O)O)ccc3Cl)o2)S1
    -14 | 1 | . | -26 | 0.0 | -2 | 5 | -36
O=C(Nc1cccc(F)c1)N1C[C@@H]2[C@H](c3ccccc31)[C@@H](CO)N2C(=O)c1ccccn1
    -15 | -1 | -0.1 | -11 | 0.2 | 49 | 10 | -1
CCN(CC)C(=O)C1c2ccccc2Oc2ccccc21
    -17 | -6 | . | -357 | 0.0 | 9 | 3 | -2
O=C(NCCOc1ccc(Cl)cc1)C1CCCCC1
    8 | 0 | 0.7 | -11 | 0.0 | -1 | -5 | 6
COC(=O)C[C@H]1C[C@H]2c3cc(NC(=O)Nc4ccccc4)ccc3O[C@H]2[C@@H](CO)O1
    4 | -1 | 0.1 | 12 | 0.0 | 16 | -2 | 0
COc1ccccc1CNC(=O)CCCC(=O)n1nc(C)c2ccccc21
    2 | 1 | . | -8 | 0.3 | 0 | -2 | 4
Cc1ccc(S(=O)(=O)NC(=NC2CCCCC2)c2ccccc2)cc1
    2 | 0 | . | 2 | 0.3 | 0 | 5 | -1
Oc1ccc(Cl)cc1C1=NNC(c2ccc(Cl)cc2)C1 (configuration not stated)
    . | 1 | 0.1 | -36 | 0.1 | 0 | . | -2
Cc1ccc(S(=O)(=O)N2[C@@H](c3ccc(Cl)c(Cl)c3)C(C(=O)O)=C[C@H]2CC2CCCC2)cc1
    8 | 1 | . | -14 | 0.3 | -1 | -5 | 0
C[C@H](CO)N1C[C@H](C)[C@H](CN(C)C(=O)Nc2ccc3c(c2)OCO3)Oc2c(NS(C)(=O)=O)cccc2C1=O
    -1 | -3 | -3.3 | -1 | 0.3 | -4 | 5 | 2
COc1cc(/C=N/NC(=O)CSc2ccccn2)ccc1OC(C)C
    -7 | -1 | 2.2 | -16 | 0.0 | -11 | ? | .
COc1ccc(NC(=O)CN(C)C(=O)/C=C/c2ccc(S(=O)(=O)N3CCCCCC3)cc2)cc1
    0 | 9 | 0.1 | -12 | 0.0 | -3 | 2 | 0
O=C(c1cccc(F)c1)N1CC2(C1)[C@@H](c1ccccc1)[C@H](CO)N2Cc1ccccn1
    . | -2 | -0.1 | -35 | 0.0 | -2 | . | -1
O=C(Nc1ccc(Cl)cn1)C1C(c2ccccc2)C1(Cl)Cl (configuration not stated)
    -1 | -5 | . | -34 | 0.0 | 0 | 2 | 0
COc1cccc(-c2ccc3n(c2=O)C[C@H]2[C@H](CO)[C@@H](C(=O)NC4CCC4)N(S(C)(=O)=O)[C@@H]32)c1
    0 | -1 | -0.2 | -7 | 0.1 | -29 | -2 | -1
C[C@H]1CN([C@@H](C)CO)C(=O)Cc2cc(NC(=O)Nc3ccc(F)cc3)ccc2O[C@@H]1CN(C)Cc1ccc(Cl)c(Cl)c1
    0 | -2 | 0.1 | 3 | 0.1 | 49 | 2 | -4
COc1ccc(CN2C[C@@H](C)[C@@H](OC)CN(C)C(=O)c3cc(NC(=O)c4nc5ccccc5s4)ccc3OC[C@@H]2C)cc1
    6 | 11 | -0.2 | 31 | 0.4 | -28 | -2 | -1
CCC(Oc1ccccc1F)C(=O)Nc1ccc2c(c1)n(C)c(=O)n2C (configuration not stated)
    4 | 2 | 0.2 | -8 | -0.1 | 6 | -3 | -2
O=C(O)CNC(=O)C1(N2C(=O)c3ccccc3C2=O)CCCC1
    -8 | 2 | 0.0 | -8 | 0.2 | -3 | -7 | 2

Assay outcomes as filed in PubChem.
